S aureus QS inh: S. aureus quorum sensing inhibition; S. aureus RN6390 RNAIII-GFP reporter, AIP-induced, flow cytometry 3 h; inhibition, % at 2 µM; 24,000 compounds, 0.3% hits;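 active = share of bacteria positive for the green fluorescent reporter and its mean brightness both inhibited by 50% or more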;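 also: 0% = AIP-stimulated control and 100% = unstimulated bacteria without AIP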
S aureus QS inh GFP MFI %: also measured in S aureus QS inh; calls as there; inhibition, %; measured here: inhibition of GFP MFI
Numbers without * were called inactive. These rows are one share of the data; rates above refer to the full screens.

SMILES	S aureus QS inh	S aureus QS inh GFP MFI %
CCN(CC)CCNC(=O)C1CCN(S(=O)(=O)N2CCCCC2)CC1	0	-8
CCOc1ccc(NC(=O)N(CCN(C)C)C(C)c2ccncc2)cc1 (configuration not stated)	-3	6
CCCOc1nc(N)c(C#N)c(-c2ccccc2F)c1C#N	1	-3
COc1cc(NC(=O)C2CCCN(S(=O)(=O)c3cccc4nsnc34)C2)cc(OC)c1 (configuration not stated)	-4	-58
CC(C)CCn1c(NCCc2ccccc2)nc2c1c(=O)n(C)c(=O)n2C	2	0
COc1ccc(N2CCN(C(=O)CCS(=O)(=O)c3cccc4nsnc34)CC2)cc1	0	-1
N#CC1=C(N)SC(N)=C(C#N)C1c1ccc(C(F)(F)F)cc1	2	-6
Cc1nc(SCC(=O)c2c[nH]c3ccccc23)n[nH]1	0	11
CCc1nnc(NC(=O)CSc2nnc(-c3c[nH]c4ccccc34)n2CC)s1	0	-5
O=C(Nc1ccccc1O)c1ccc(Cl)cc1	1	-47
O=C(Cn1c(=O)n(CC2CCCO2)c(=O)c2ccccc21)c1ccccc1 (configuration not stated)	-1	10
COc1ccc(-n2nc3c(c2NC(=O)c2cc4ccccc4oc2=O)CS(=O)(=O)C3)cc1	1	21
Cc1ccc(C)c(C(C)NC(=O)C2C3CCC(O3)C2C(=O)O)c1 (configuration not stated)	-5	-7
Cc1onc(-c2ccccc2)c1C(=O)N1CCN(C/C=C/c2ccccc2)CC1	-4	-6
COc1cc(-c2nc3cnccn3c2Nc2ccccc2)ccc1O	2	28
FC(F)(F)c1cccc(N2Cc3ccccc3C2)c1	0	3
O=C(C1CCN(S(=O)(=O)N2CCOCC2)CC1)N1CCOCC1	2	10
COc1ccc(C)cc1NC(=O)c1nc2nc(C)cc(C)n2n1	-6	-9
COc1cccc(N2CCN(S(=O)(=O)c3ccc4nc(-c5ccccc5)[nH]c4c3)CC2)c1	-1	9
COC(=O)CC1Oc2ccc(C)cc2NC1=O (configuration not stated)	-7	-9
NC(=O)C1(N2CCCCC2)CCN(S(=O)(=O)c2cc(Cl)ccc2Cl)CC1	3	12
CCN(CC)CCCNC(=O)c1nn(-c2ccccc2OC)c(=O)c2ccccc12	5	12
COc1cccc(N2CCN(Cc3nc(N)nc(Nc4ccccc4OC)n3)CC2)c1	0	15
COc1cccc2sc(Nc3nc(-c4ccccn4)cs3)nc12	12	19
Cc1noc(C)c1COc1cccc(C(=O)Nc2ccc(C#N)cc2)c1	-2	1
CCSc1nnc(NC(=O)CSc2nccn2-c2cc(C)cc(C)c2)s1	1	0
O=C1N(CN2CCC3(CC2)OCCO3)c2ccccc2C12OCCCO2	2	6
CCOC(=O)CCC(=O)c1c(C)oc2ccc(OC)cc12	3	13
c1csc(Cc2nc(-c3ccc(-n4cccc4)cc3)no2)c1	-4	-13
COc1cccc(-c2cc(C(=O)N3C(C)CCCC3C)no2)c1 (configuration not stated)	3	21
Cc1ccc(C2/C(=C(/O)c3cnn(-c4ccccc4)c3C)C(=O)C(=O)N2CCN2CCOCC2)o1 (configuration not stated)	9	21
COc1ccc(CN2C(=O)c3ccccc3C2C(=O)NCC2CCCO2)c(OC)c1 (configuration not stated)	-1	2
CC(=O)c1c(C)[nH]c(C(=O)NCCCN2CCCC2)c1C	-7	-12
COc1ccc(C2N(c3cc(Cl)ccc3OC)C(=O)C3CCCN32)cc1OC (configuration not stated)	-6	-43
CC(C)OC(=O)C1C(=O)CC(C)(O)C(C(=O)OC(C)C)C1c1cccc(O)c1 (configuration not stated)	-2	0
CC(=O)C1=C(O)C(=O)N(c2ccc(C(=O)O)cc2)C1c1ccccc1 (configuration not stated)	0	-15
O=C(CCCC1=NS(=O)(=O)c2ccccc2N1)N1CCN(c2ccccc2)CC1	0	3
CCCCN(CC)S(=O)(=O)c1ccc2c(c1)CCCN2C(C)=O	0	-4
O=C(c1ccc(Cl)cc1)N(Cc1cccs1)C1CCS(=O)(=O)C1 (configuration not stated)	0	13
CCCN1Cc2cccc(C(=O)NCc3ccc4c(c3)OCO4)c2C1=O	19	30
CCN(CC)C(=O)c1ccc(NS(=O)(=O)c2ccccc2)cc1	0	-3
CC(C)C(NC(=O)c1ccc(S(=O)(=O)N2CCOCC2)cc1)c1nc2ccccc2[nH]1 (configuration not stated)	0	5
COc1ccc(C2CC(c3ccc(OC)cc3)n3nc(N)nc3N2)cc1 (configuration not stated)	-1	-6
O=C(NCc1ccc(F)cc1)C1CCC(=O)N1C1CCCCC1 (configuration not stated)	-3	-2
O=C(NCc1ccc2c(c1)OCO2)C1CCCN(S(=O)(=O)c2cccc3nonc23)C1 (configuration not stated)	0	20
O=C(CN1CCN(c2ccc(Cl)cc2)CC1)Nc1ccc(F)c(F)c1	-2	-29
CCOc1ccc(OCC)c(NC(=O)CCn2cccc2)c1	1	11
CSC1=NCCN1C(=O)c1cccs1	-4	-10
O=C(CCS(=O)(=O)c1cccc2nonc12)N1CCOCC1	-2	0
O=C(O)CCC(=O)NC1CCCCC1NC(=O)CCC(=O)O (configuration not stated)	-1	2

For convenience, part of the list above.
SMILES	S aureus QS inh	S aureus QS inh GFP MFI %
COc1ccc(CN2C(=O)c3ccccc3C2C(=O)NCC2CCCO2)c(OC)c1 (configuration not stated)	-1	2
CC(=O)c1c(C)[nH]c(C(=O)NCCCN2CCCC2)c1C	-7	-12
COc1ccc(C2N(c3cc(Cl)ccc3OC)C(=O)C3CCCN32)cc1OC (configuration not stated)	-6	-43
CC(C)OC(=O)C1C(=O)CC(C)(O)C(C(=O)OC(C)C)C1c1cccc(O)c1 (configuration not stated)	-2	0
CC(=O)C1=C(O)C(=O)N(c2ccc(C(=O)O)cc2)C1c1ccccc1 (configuration not stated)	0	-15
O=C(CCCC1=NS(=O)(=O)c2ccccc2N1)N1CCN(c2ccccc2)CC1	0	3
CCCCN(CC)S(=O)(=O)c1ccc2c(c1)CCCN2C(C)=O	0	-4
O=C(c1ccc(Cl)cc1)N(Cc1cccs1)C1CCS(=O)(=O)C1 (configuration not stated)	0	13
CCCN1Cc2cccc(C(=O)NCc3ccc4c(c3)OCO4)c2C1=O	19	30
CCN(CC)C(=O)c1ccc(NS(=O)(=O)c2ccccc2)cc1	0	-3
CC(C)C(NC(=O)c1ccc(S(=O)(=O)N2CCOCC2)cc1)c1nc2ccccc2[nH]1 (configuration not stated)	0	5
COc1ccc(C2CC(c3ccc(OC)cc3)n3nc(N)nc3N2)cc1 (configuration not stated)	-1	-6
O=C(NCc1ccc(F)cc1)C1CCC(=O)N1C1CCCCC1 (configuration not stated)	-3	-2
O=C(NCc1ccc2c(c1)OCO2)C1CCCN(S(=O)(=O)c2cccc3nonc23)C1 (configuration not stated)	0	20
O=C(CN1CCN(c2ccc(Cl)cc2)CC1)Nc1ccc(F)c(F)c1	-2	-29
CCOc1ccc(OCC)c(NC(=O)CCn2cccc2)c1	1	11
CSC1=NCCN1C(=O)c1cccs1	-4	-10
O=C(CCS(=O)(=O)c1cccc2nonc12)N1CCOCC1	-2	0
O=C(O)CCC(=O)NC1CCCCC1NC(=O)CCC(=O)O (configuration not stated)	-1	2

(listing goes on)
SMILES	S aureus QS inh	S aureus QS inh GFP MFI %
CC1CCN(CCCNC(=O)C2CC(=O)N(C3CCCCCC3)C2)CC1 (configuration not stated)	0	0
CC(=O)NC(CCS(C)(=O)=O)C(=O)Nc1cccc(C)c1 (configuration not stated)	0	1
CCOC(=O)C(CC)n1nc(C)n2c(cc3sccc32)c1=O (configuration not stated)	-1	-9
CC(=O)NCc1ccc(C(=O)CSc2nnc(-c3ccncc3)n2Cc2ccccc2)o1	-2	-22
COc1ccc(Cc2nn3c(-c4cc(OC)c(OC)c(OC)c4)nnc3s2)cc1	0	-6
CCOC(=O)c1c(C)c(C(=O)N2CCc3ccccc3C2)c(C)n1CC	3	26
COC(=O)c1ccc(NC(=O)C2CCCN(S(=O)(=O)c3cnc[nH]3)C2)cc1 (configuration not stated)	5	18
COc1cccc(OC)c1C(=O)N1CCN=C1SCc1cccnc1	2	5
O=C(CCn1c(=S)[nH]c2ccccc2c1=O)N1CCN(c2ccccn2)CC1	13	17
N#CCCN1CCN(S(=O)(=O)c2ccc(S(=O)(=O)NC3CC3)cc2)CC1	0	-10
Cc1ccc(CN2C(=O)CCC2C(=O)NCCCN2CCCC(C)C2)cc1 (configuration not stated)	-1	-6
COc1ccc(Cl)cc1S(=O)(=O)N1CCN(C(=O)COc2ccccc2)CC1	-2	-6
O=C(O)Cc1ccccc1C(=O)O	-2	-18
CCC(Sc1ncccc1C(=O)O)C(=O)N1CCOCC1 (configuration not stated)	-6	1
COc1ccc(N(CC(=O)NC2CCCCCCC2)S(=O)(=O)c2c(C)nn(C)c2C)cc1	33	47
Cc1cc(N2CCN(C)CC2)nc(N2CCOCC2)n1	0	22
CCOC(=O)c1sc2ncnc(N3CCN(c4ccc(OC)cc4)CC3)c2c1C	8	41
Cc1cccc(N2CCN(c3nc4ccccc4n4cnnc34)CC2)c1C	0	6
CN(C)C(=O)N1CCCC(C(=O)NCc2cccs2)C1 (configuration not stated)	1	7
COc1ccc(OC)c(C2C=C(c3ccc(C)c(C)c3)Nc3nnnn32)c1 (configuration not stated)	-4	-53
CCN1CCN(C(=O)c2ccc3c(=O)n(C4CCCC4)c(=S)[nH]c3c2)CC1	1	2
COc1ccc2c(c1)CCc1c(C(=O)NC3CCCCC3)noc1-2	-9	-18
COc1ccc(-n2c(=O)c3ccccc3n(CC(=O)Nc3cc(C)on3)c2=O)cc1OC	-3	-10
O=C(O)CN1CCN(Cc2ccccc2)C1=O	3	8
CC1=C(C(=O)OC2CCCCC2)C(c2ccco2)n2ncnc2N1 (configuration not stated)	-2	7
N#Cc1nc(-c2ccccc2Cl)oc1N1CCOCC1	-15	-37
COC(=O)C1CCCN1C(C(=O)NC1CCCCC1)c1ccc(Cl)cc1 (configuration not stated)	0	5
COc1cc(-c2nnc(SCc3c(F)cccc3Cl)o2)cc(OC)c1OC	1	5
Cc1n[nH]c(C)c1N1C(=O)c2cccc3cc(Br)cc(c23)C1=O	0	5
COC(=O)n1c(=O)oc2cc(S(=O)(=O)N3CCOCC3)ccc21	3	5
CCc1nnc(NC(=O)c2ccc(S(=O)(=O)NC3CCCCC3)cc2)s1	0	4
Cn1cc(CC(=O)N2CCN(c3ccc(Cl)cc3)CC2)c2ccccc21	3	11
CC1CCN(C(=O)CSc2nnc(Cc3cc(=O)[nH]c(=O)[nH]3)n2-c2ccc(Cl)cc2)CC1	-5	-48
Cc1ccc(C)c(N2CCN(C(=O)c3cc4ccccc4oc3=O)CC2)c1	0	1
O=C(Nc1ccc(-n2nncc2-c2ccco2)cc1)c1cc2ccccc2oc1=O	-2	5
CCCCCOC(=O)c1[nH]c2c(c1C)C(=O)C(C(=O)OC)C(C)C2 (configuration not stated)	9	43
O=C(CC1Oc2ccc(Cl)cc2NC1=O)NC1CCCCCC1 (configuration not stated)	1	7
COc1ccc(-c2nnc3ccc(SCC(=O)N4CCN(c5ccccc5)CC4)nn23)cc1	1	9
CCOC(=O)c1oc2cccc(OC(C)=O)c2c1C	-1	-17
O=C(CCCCn1c(=O)c2ccccc2n(Cc2ccc(F)cc2)c1=O)NCc1ccco1	4	11
O=C(Nc1ccc(-c2noc(CCc3ccccc3)n2)cc1)c1cccnc1	7	22
O=C(c1sccc1-n1cccc1)N1CCCC1	-6	-10
CCOC(=O)CC(=O)c1cc(OC)c(OC)c(OC)c1	1	11
COC(=O)C1C(=O)c2c([nH]c(C(=O)OC3CCCCCC3)c2C)CC1C (configuration not stated)	-2	-8
CCOc1ccc(-n2c(SCC(=O)Nc3ccc(OC)cc3)nc3c(c2=O)SCC3)cc1	4	3
CC1CCCC(N2CCN(C(=O)c3ccc(F)cc3)CC2)C1 (configuration not stated)	-1	-11
CSc1nc(-c2ccco2)nn1C(=O)c1ccco1	-1	3
CCOC(=O)N1CCC(NC(=O)COc2cc(=O)n(C)c3ccccc23)CC1	2	5
CC1CCN(c2nnc(N3CCC(C)CC3)c3ccccc23)CC1	-3	-20
CSc1nc(C)cc(OCC(=O)N2CCOCC2)n1	0	-17

Next records:
SMILES	S aureus QS inh	S aureus QS inh GFP MFI %
CCCCOCCCNC(=O)c1ccc(NC(C)=O)cc1	-1	25
O=C1C2=C(c3ccccc31)[N+](=O)[C@@H]1CCCC[C@@H]1N2[O-]	1	3
COc1ccc(-c2ccc(CCC(=O)O)n2NC(=O)c2cccs2)cc1	0	11
CC(C)(C)C(=O)CN1CCN(S(=O)(=O)c2ccc(F)cc2)CC1	0	-7
COc1ccc(OC)c(CCNC(=O)CS(=O)(=O)Cc2nc(-c3ccccc3C)oc2C)c1	5	14
O=C(COC(=O)c1cncc(Br)c1)NCCC1=CCCCC1	0	1
Cc1ccnc(NC(=O)Nc2ccc3c(c2)N(C)C(=O)CS3)c1	-2	5
COc1ccccc1NC(=O)N(Cc1ccccc1)c1ccccn1	0	6
CCOC(=O)N1CCC2(CC1)CC(=O)c1c(ccc3oc(C(=O)O)c(C)c13)O2	0	-14
COc1ccc(NC(=O)CN(c2ccc(C)cc2)S(C)(=O)=O)c(OC)c1	0	1

Entries of single compounds as entered above.
CCCCOCCCNC(=O)c1ccc(NC(C)=O)cc1 in the list: S aureus QS inh = -1; S aureus QS inh GFP MFI % = 25
COc1ccc(OC)c(CCNC(=O)CS(=O)(=O)Cc2nc(-c3ccccc3C)oc2C)c1 in the list: S aureus QS inh = 5; S aureus QS inh GFP MFI % = 14

Additional structures follow:
SMILES	S aureus QS inh	S aureus QS inh GFP MFI %
COc1ccc(-c2nc(CS(=O)(=O)CC(=O)Nc3ccc(Cl)cc3)c(C)o2)cc1	6	10
CCCC(=O)Nc1c2c(nn1-c1ccc(C)cc1C)CSC2	-11	-24
CCOC(=O)N1CCN(C(=O)c2cnn3c(C)c(Cc4ccc(C)cc4)c(C)nc23)CC1	2	10
CC(=O)c1c(N2CCOCC2)nc(=S)n(Cc2ccccc2)c1C	-5	-5
O=C(c1cc(-c2ccc3c(c2)OCO3)on1)N1CCN(c2ccc(F)cc2)CC1	-4	-8
O=C(NCCN1CCOCC1)NC1(C(F)(F)F)Oc2ccccc2O1	0	14
COc1ccc(N2CCN(Cc3nc4ccccc4c(=O)[nH]3)CC2)cc1	-1	-11
